Screens from PubChem.
Lipid storage S3 – qHTS Assay for Lipid Storage Modulators in Drosophila S3 Cells; Drosophila S3 cells, BODIPY lipid droplet fluorescence, 18-24 h; cells fed with added oleic acid; AID 2685, 2010; hit rate 0.64% among 320,000; Potency in µM for hits, for the others lipid storage change, negative = inhibition, % at the top dose, mostly 46.1 µM; active = well fitted inhibition curve with a large enough effect in the signal ratio, with a control signal flat, not every such curve was filed as active; inconclusive = small, poorly fitted or top-dose-only effect, or effect the other way, or a change in a side signal; the % refers to the signal ratio
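Laser-scanning cytometry quantifies lipid droplet accumulation (500–530 nm total intensity; droplet/cell object ratio) in oleic acid-fed (400 uM added) Drosophila S3 cells treated with a concentration series. 20 uM Triacsin C defined 100% inhibition.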
Lipid storage S3 cell count max – further read-out of Lipid storage S3, marked with its call; cell number change, %; measured here: cell count max response;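 cells counted by Cell Tracker Red CMTPX staining in the red channel; peak over a dose series mostly up to 46.1 µM; percent activity relative to internal control wells on each plate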
* marks the source's active call; other numbers are inactive results; i = inactive; ? = inconclusive; / = not tested or not shown. % is scaled to controls: 0 for no effect and ±100 for the full control effect; potency is read from the fitted curve at half-maximal effect. This is a subset; count on the stated rates, not on these rows.

Compound | Lipid storage S3 | Lipid storage S3 cell count max
Cc1ccc(OCCn2c3ccccc3n3nc(C)c(=O)nc23)cc1 | ? | /
O=C(CN1CCN(C(=S)NC2CCCC2)CC1)Nc1ccc(Oc2ccccc2)cc1 | -7.5% | -0.6
CSc1ccc(/C=C/C(=O)c2ccc(NC(C)=O)cc2)cc1 | i | /
Cc1ccc(OCCn2cc(C=O)c3ccccc32)cc1 | ? | /
Fc1ccc(CNCc2ccccc2C(F)(F)F)cc1 | -2.3% | -14.4
CC(C)CCOC(=O)C(C)Sc1n[nH]c(=O)[nH]c1=O (stereo not drawn) | ? | /
CCn1c(=O)n(CC)c2cc(N3CCCC3)c(NC(=O)c3c(F)cccc3F)cc21 | ? | /
CC(c1ccco1)N(C(=O)c1ccccc1F)c1ccccn1 (stereo not drawn) | ? | /
O=C(Cn1[nH]c(=O)c2ccccc2c1=O)NC1CCN(Cc2ccccc2)CC1 | ? | /
O=C(OCCCc1cc2ccccc2c(=O)o1)c1ccc(F)cc1 | ? | /
CC(C)CC1NC(=O)N(CC(=O)Nc2cccc(Br)c2)C1=O (stereo not drawn) | ? | /
CC(=O)Nc1ccc(C(=O)Nc2cccc(-c3cnc4ccccc4n3)c2)cc1 | 0.0% | 9.2
CCCCCOC(=O)C(C)Sc1n[nH]c(=O)[nH]c1=O (stereo not drawn) | -4.1% | /
CCOCCCNC(=O)C(NC(=O)c1ccc2c(c1)OCO2)c1ccc(OC)cc1 (stereo not drawn) | ? | /
CC1CN(c2nnnn2-c2ccccc2)CC(C)O1 (stereo not drawn) | 0.3% | -8.4
CCN(CC)c1nc2c(c(=O)n(C)c(=O)n2C)n1CC(=O)c1ccccc1 | ? | /
Oc1ccccc1N1CCN(c2nnnn2-c2ccccc2)CC1 | ? | /
CCC(=O)Nc1nc2nc(-c3ccccc3)cc(=O)n2[nH]1 | 4.8% | 4.3
CN(/N=C/c1cccnc1)C1=NS(=O)(=O)c2ccccc21 | 2.7% | 1.7
CC(=O)c1c(OC(=O)c2ccccc2)ccnc1C(F)(F)F | ? | /
Cc1ccc(NC(=O)COC(=O)CCC(=O)c2cccs2)cc1 | -0.6% | -8.1
COc1ccc(/C=N/Nc2nnc(-c3ccccc3)c(=O)[nH]2)cc1 | 5.4% | -4.9
CCCNC(=O)c1ccc(N2CCC3(CC2)CC(c2cccc(Br)c2)=NO3)c(NC(=O)c2ccco2)c1 | ? | /
CCOc1ccccc1NC(=O)C1CCC(CNc2c(N3CCCCC3)c(=O)c2=O)CC1 (stereo not drawn) | 10.6% | -0.3
O=C(OC(C(=O)Nc1ccc(Cl)cc1C(F)(F)F)c1ccccc1)c1c(Cl)cccc1Cl (stereo not drawn) | ? | /
COc1cc(C(=O)NC(C)Cc2cccs2)cc(OC)c1OC (stereo not drawn) | ? | /
O=C(CN1CCN(S(=O)(=O)c2ccc(Br)cc2)CC1)Nc1ccccc1C(=O)c1ccccc1 | ? | /
CCCC(=O)Nc1nc2ccc(OCC)cc2s1 | -2.4% | 1.4
O=C(N/N=C1\CCc2ccccc21)c1ccccc1Cl | ? | /
CCOC(=O)c1ccccc1NC1OC(=O)c2ccccc21 (stereo not drawn) | 1.5% | 3.2
COc1ccc(-c2occ(C(=O)O)c2C(=O)O)cc1 | 2.1% | -13.2
C=CCNC(=S)N1CCN(CCN=CC2=C(O)CC(c3cccs3)CC2=O)CC1 (stereo not drawn) | 4.0% | 17.2
COC(=O)c1sc(NC(=O)COc2ccccc2OC)nc1C | ? | /
CC(C)Cc1ccc(/C=C/C(=O)NC2CC2)cc1 | ? | /
CCOC(=O)C1CCCN(C(=O)c2ccc(CNc3c(N4CCC(C)CC4)c(=O)c3=O)cc2)C1 (stereo not drawn) | ? | /
CCCc1nc(SCC(=O)NNC(=O)C2CCCCC2)c2ccccc2n1 | -21.3% | -17.2
COCCN(C(=O)c1csnn1)C(C(=O)NC1CCCCC1)c1ccc(Cl)cc1 (stereo not drawn) | i | 16.7
CCOC(=O)CSC1=NC(=O)/C(=C\c2ccc(OC(C)=O)cc2)S1 | ? | /
COc1ccc(-n2c(SCc3ccccn3)nc3c(c2=O)SCC3)cc1OC | -0.1% | -16.6
COc1cccc(Nc2nc(-c3sc(NC(=O)c4ccco4)nc3C)cs2)c1 | ? | /
Cc1ccc(-n2[nH]c3c4c(ccc3c2=O)C(=O)c2ccccc2C4=O)cc1 | ? | /
COc1ccc(S(=O)(=O)N(C)C)cc1NC(=O)CSc1nncs1 | 21.6% | /
CNS(=O)(=O)c1cc(N(C)S(=O)(=O)c2ccc(C)cc2)c(C)cc1C | -11.0% | 10.2
O=C(O/N=C/C1=C(Cl)c2ccccc2CC1)c1ccc(F)cc1 | ? | /
COc1ccc(N(CC(=O)O)S(=O)(=O)c2c(C)n[nH]c2C)cc1 | i | 14.3
CC(C)c1ccc(S(=O)(=O)N2CCN(CC(O)CN3CCOCC3)CC2)cc1 (stereo not drawn) | ? | /
Cc1nc(NS(=O)(=O)c2ccccc2)sc1NC(=O)Nc1ccccc1 | ? | /
CCN(CC)c1ccc(/C=C/C(=O)c2ccc(Br)cc2)cc1 | ? | /
Fc1ccc(Oc2nccc(-c3ccc(Cl)cc3)n2)cc1 | ? | /
COc1ccccc1N1CCN(C(=O)CCNS(=O)(=O)c2ccc(Br)s2)CC1 | -9.7% | 16.7

The list goes on:
Compound | Lipid storage S3 | Lipid storage S3 cell count max
CC(=O)NC(Cc1cnc[nH]1)C(=O)O (stereo not drawn) | ? | /
COc1ccc(-c2[nH]ncc2CN2CCC(OCc3cccnc3)CC2)c(F)c1 | 4.8% | -0.2
Nc1c(-c2ccccc2)cnc2c(-c3ccccc3)cnn12 | ? | /
COc1cccc(CN2CCN(Cc3ccc(C#CC(C)(C)O)s3)CC2CCO)c1 (stereo not drawn) | 0.1% | 8.0
COc1ccc(Cl)cc1C(=O)NCCCN1CCOCC1 | -1.9% | -14.3
Cc1ccc(S(=O)(=O)N2CCN(C(=O)CCN3C(=O)c4ccccc4C3=O)CC2)cc1C | 19.0% | 14.8
Cc1ccc(C)c(Cn2cnc3c(oc4ccccc43)c2=O)c1 | 5.2% | 17.9
C/C(=C\c1ccco1)C1C(C#N)=C(N)OC2=C1C(=O)CC(C)(C)C2 (stereo not drawn) | -7.3% | /
COCCN(C(=O)Cn1c(C(F)(F)F)nc2ccccc21)c1c(N)n(Cc2ccccc2)c(=O)[nH]c1=O | ? | /
CCOC(=O)c1cc2cc(OCc3ccccc3)ccc2nc1C | 12.2% | 6.0
CC(=O)N1c2ccc(S(=O)(=O)N3CCCC(C(=O)N4CCC(C)CC4)C3)cc2CC1C (stereo not drawn) | ? | /
COc1ccc(S(=O)(=O)N(C)CC(=O)NCc2ccco2)cc1OC | ? | /
COc1ccc(C2CC(c3ccccc3)n3nnnc3N2)cc1 (stereo not drawn) | -0.6% | 25.5
CCN(CC)C(=O)C(C)N(C#N)c1nc(C)cc(C)n1 (stereo not drawn) | -9.7% | -21.3
O=C(CCN1C(=O)C2C3C=CC(C3)C2C1=O)N1CCN(c2ccc(F)cc2)CC1 (stereo not drawn) | ? | /
O=C(CSc1ccc(Br)cc1)NCC1CCCO1 (stereo not drawn) | ? | /
CSCC[C@@H](C(=O)NCCCCCCCCCCC(=O)N1CCN(C(=O)OC(C)(C)C)CC1)n1cc(CCO)nn1 | 6.5% | 13.8
CCOc1cccc(NC(=O)C(Cc2cccs2)c2nn[nH]n2)c1 (stereo not drawn) | ? | /
Cc1oc2c(c(C)cc3oc(=O)c(CC(=O)NCC(=O)NCC(=O)NCC(C)O)c(C)c32)c1C (stereo not drawn) | ? | /
Cc1noc(NS(=O)(=O)c2ccc(NC(=O)c3nn(-c4ccc(F)cc4)ccc3=O)cc2)c1C | i | 5.7

The list goes on; the last five above are carried over.
Compound | Lipid storage S3 | Lipid storage S3 cell count max
O=C(CSc1ccc(Br)cc1)NCC1CCCO1 (stereo not drawn) | ? | /
CSCC[C@@H](C(=O)NCCCCCCCCCCC(=O)N1CCN(C(=O)OC(C)(C)C)CC1)n1cc(CCO)nn1 | 6.5% | 13.8
CCOc1cccc(NC(=O)C(Cc2cccs2)c2nn[nH]n2)c1 (stereo not drawn) | ? | /
Cc1oc2c(c(C)cc3oc(=O)c(CC(=O)NCC(=O)NCC(=O)NCC(C)O)c(C)c32)c1C (stereo not drawn) | ? | /
Cc1noc(NS(=O)(=O)c2ccc(NC(=O)c3nn(-c4ccc(F)cc4)ccc3=O)cc2)c1C | i | 5.7
COc1[nH]c(/N=C/c2ccccc2)c(C#N)c1C#N | ? | /
CCOC(=O)c1c(CSc2ccccc2)n(C)c2ccc(O)cc12 | 10.3% | 12.2
COc1ccc(C(CNC(=O)COc2ccc(C)c(C)c2)N2CCCCC2)cc1 (stereo not drawn) | ? | /
Cc1nc(C)c(-c2ccc(SCC(=O)Nc3ccc(F)cc3F)nn2)s1 | ? | /
Cc1ccc(-n2[nH]c(C)c(/C=N/NC(=O)c3ccc(O)cc3O)c2=O)cc1 | ? | /
O=C(Nc1ccccc1)OCCOc1cccc(Br)c1 | 1.2% | 2.5
COc1ccc(CNC(=O)C2CCCN(S(=O)(=O)c3c(C)nn(C)c3C)C2)cc1 (stereo not drawn) | ? | /
O=C(COc1ccccc1)NC1CCS(=O)(=O)C1 (stereo not drawn) | ? | /
CCOc1cc(/C=N/NC(=O)COc2ccc(Cl)cc2)ccc1OS(=O)(=O)c1ccccc1 | ? | /
O=C(Nc1ccc(F)c(Cl)c1)C1CCN(c2ncnc3c2nc2n3CCCCC2)CC1 | ? | /
COc1ccc(CNC(=O)C/C(C)=N/NC(=O)COc2cccc(C)c2)cc1 | ? | /
Cc1nc(SCC(=O)N(CC(C)C)C2CCS(=O)(=O)C2)c2c(C)c(C)sc2n1 (stereo not drawn) | ? | /
COc1cc(OC)nc(NC(=O)COC(=O)c2cccc(Cl)c2)n1 | ? | /
O=C(COc1ccc(F)cc1)Nc1nnc(S(=O)(=O)N2CCCC2)s1 | ? | /
Cc1ccc(Nc2nnc(SC/C(O)=C(\C#N)c3nc4ccccc4[nH]3)s2)c(C)c1 | 1.3% | -1.8
O=C(NCCCN1CCCC1=O)C1CCCO1 (stereo not drawn) | ? | /
O=C(O)C1C2C=CC(C2)C1C(=O)NCc1cccs1 (stereo not drawn) | -1.9% | 2.2
CCc1ccc(S(=O)(=O)N2CCCC(N3CCN(c4ccc(OC)cc4)CC3)C2)cc1 (stereo not drawn) | ? | /
O=C(CCc1nc2sc3c(c2c(=O)[nH]1)CCCC3)Nc1cccc(Cl)c1 | i | -2.9
OC(CCN1CCOCC1)c1ccccc1 (stereo not drawn) | ? | /
CC(C)CN(Cc1c(O)ccc2c(=O)c(-c3ccccc3)coc12)CC(C)C | ? | /
O=C(CCc1nc(-c2ccccc2F)no1)NC1CCN(Cc2ccccc2)CC1 | -19.3% | -28.8
Cc1cc(C)c(C)c(S(=O)(=O)Nc2ccc(C(N)=O)cc2)c1C | 6.4% | /
CC(=O)c1ccc(NC(=O)c2ccc(-n3cnnn3)cc2)cc1 | ? | /
COCCNC(=O)Cn1cnc2sc(C)c(S(=O)(=O)N3CCN(c4ccccc4OC)CC3)c2c1=O | ? | /
CCN(CC)C(=O)c1cccc(NC(=O)c2ccccc2OCc2c(C)noc2C)c1 | 5.6% | -0.1
O=C(NCc1ccccc1F)C1CCCN(C(=O)Nc2ccccc2)C1 (stereo not drawn) | ? | /
Nc1nc(CN2CCN(c3ccccn3)CC2)nc(Nc2ccc(F)cc2)n1 | ? | /
Cc1c(C)c2cc(Cl)c(OCC(=O)NCCCn3ccnc3)cc2oc1=O | i | -13.9
O=S(=O)(NCc1c(Cl)cccc1Oc1ccccc1)c1ccc(F)cc1 | 6.6% | 7.2
CN(C)c1ccc2c3c(cccc13)C(=O)N(c1ccccc1)C2=O | ? | /
CC1CCCCN1C(=O)CSc1ccc(-c2ccc(F)cc2)nn1 (stereo not drawn) | ? | /
CCC(C)(C)NC(=O)C(c1ccco1)N(C(=O)CNC(=O)c1cccs1)c1cccnc1 (stereo not drawn) | 6.4% | 12.0
CCOc1ccc(-c2nnc3sc(COc4ccc(Cl)cc4)nn23)cc1 | 19.1% | -3.4
Cc1ccc(CC2SC(=O)NC2=O)cc1Cl (stereo not drawn) | 0.2% | 5.0
COC(=O)CNC(c1ccccc1)c1cc(C)ccc1NC(=O)c1cccc(Cl)c1 (stereo not drawn) | ? | /
O=C(NCc1ccco1)C1CC(c2ccc(F)cc2)=NO1 (stereo not drawn) | -4.9% | -10.1
O=C(NCCN1CCCC1)C(c1ccccc1)c1ccccc1 | ? | /
CC(=O)Nc1c2c(nn1-c1cccc(Cl)c1)CS(=O)C2 (stereo not drawn) | ? | /
COC(=O)c1oc2ccc(Cl)cc2c1-n1cccc1 | i | /
CCOCCCNC(=O)C(NC(=O)c1cnccn1)c1ccc(OC)cc1 (stereo not drawn) | -17.8% | -16.3

Full records, looked up by structure:
Profile of `O=C(NCCN1CCCC1)C(c1ccccc1)c1ccccc1` : Lipid storage S3 = ?; Lipid storage S3 cell count max = /
Profile of `O=C(NCc1ccco1)C1CC(c2ccc(F)cc2)=NO1` (stereo not drawn) : Lipid storage S3 = -4.9%; Lipid storage S3 cell count max = -10.1
Profile of `COC(=O)c1oc2ccc(Cl)cc2c1-n1cccc1` : Lipid storage S3 = i; Lipid storage S3 cell count max = /
